Screening data as filed in PubChem BioAssay.
Pf growth 96h: P. falciparum growth inhibition at 96 hours; P. falciparum luciferase reporter growth, 96 h; Potency, µM (series often up to 28.7 µM), inactives show top-dose activity change, negative = inhibition, usual class: inhibitors; 6.9% of 320,000 active; AID 504834; further: potency means the concentration at half of the fitted maximal effect; on the % scale 0 is the no-effect control and ±100 the full control effect
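96 h incubation, 37 C, 5% CO2, of luciferase-reporter P. falciparum-infected RBCs (2% hematocrit, 0.05% parasitemia final) with test compounds; endpoint luminescence.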
Sm TGR block: S. mansoni TGR enzyme inhibition. purified TGR, DTNB reduction, TNB absorbance 405 nm. 3% of 360,000 active. Potency, µM (highest dose often 114 µM), for the others: at the top dose activity change, negative = inhibition, usual class: inhibitors; further: potency means the concentration at half of the fitted maximal effect; on the % scale 0 is the no-effect control and ±100 the full control effect; nearly all actives have a fitted effect of over 60% in size
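Kinetic colorimetric format: TGR-catalysed, NADPH-driven DTNB reduction monitored via TNB absorbance. Enzyme dispensed at 20 nM; compound exposure 15 min at room temperature before reaction start.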
Shiga inhibitor: inhibitors of Shiga toxin in Vero cells. Vero cells, Shiga toxin protein synthesis inhibition reporter. inhibition, % at 38.7 µM. 9.2% of 290,000 active. AID 2315; in the data active means inhibition mostly above about 28%, no sharp cut-off; inactive means mostly below about 43%; further: 0% is about no effect
Giardia FBPA inh: blocks Giardia fructose-bisphosphate aldolase activity | A8B2U2 | purified Giardia FBPA | Potency, µM (series often up to 59.6 µM), inactives show at the top dose activity, negative = inhibition, hits mostly inhibitors | 0.71% of 290,000 active | AID 2451; further: potency means the concentration at half of the fitted maximal effect; on the % scale 0 is the no-effect control and ±100 the full control effect; nearly all actives have a fitted effect of over 55% in size
Target sequence (A8B2U2 whole entry, looked up): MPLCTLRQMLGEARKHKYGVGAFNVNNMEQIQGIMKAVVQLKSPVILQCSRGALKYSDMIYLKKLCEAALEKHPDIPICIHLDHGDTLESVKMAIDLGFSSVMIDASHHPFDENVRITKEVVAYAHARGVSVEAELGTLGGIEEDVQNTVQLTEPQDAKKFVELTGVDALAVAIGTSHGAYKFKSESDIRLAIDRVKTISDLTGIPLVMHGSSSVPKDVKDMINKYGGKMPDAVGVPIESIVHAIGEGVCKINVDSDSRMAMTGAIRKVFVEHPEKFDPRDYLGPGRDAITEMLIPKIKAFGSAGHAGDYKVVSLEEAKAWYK
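Giardia FBPA (40 nM reagent) was preincubated 10 min at RT with compound (up to 57.5 uM final), then substrate plus GAPDH/TPI/NAD/arsenate coupling system with diaphorase/resazurin was added; resorufin fluorescence (525/598 nm) was read after 20 min.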
Pf growth 48h: inhibits P. falciparum growth in the first generation, 48 h; P. falciparum luciferase growth in erythrocytes, 48 h; Potency, µM (series often up to 28.7 µM), for the others: top-dose activity change, negative = inhibition, hits mostly inhibitors; 5.9% of 310,000 active; AID 504832; further: potency means the concentration at half of the fitted maximal effect; on the % scale 0 is the no-effect control and ±100 the full control effect
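Cell-based growth assay: transgenic P. falciparum expressing firefly luciferase, cultured in red cells within RPMI 1640 containing 0.5% w/v Albumax, 24 mM bicarbonate and gentamycin. A drop in luciferase activity indicates inhibition.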
CHX counter: affects cycloheximide protein synthesis inhibition readout, counter-screen | cell reporter, cycloheximide protein synthesis inhibition counterscreen | max response, % | 12% of 300,000 active; in the data active means max response mostly above about 13%, no sharp cut-off; inactive means mostly below about 14%; further: read at 38.3 µM for the half of the compounds with a filed dose; 0% is about no effect
Active calls of the source: *; i = inactive; ? = inconclusive; . = no result given; + = active, no number; [ ] = dose if it differs, or a comment. Unless noted, the call rests on the fitted dose curve; in most records, active means well fitted curve in the direction sought with a large enough effect; inconclusive means small, poorly fitted or top-dose-only effect, or another doubt; inactive means no such curve, though single readings can be large; an effect the other way counts as inactive or inconclusive.

The line under a structure holds: Pf growth 96h	Sm TGR block	Shiga inhibitor	Giardia FBPA inh	Pf growth 48h	CHX counter
[1] Cc1cccc(N2C(=O)C(Oc3ccc(Cl)cc3Cl)C2C=O)c1C (stereo not drawn)
    ?	1%	-15	5%	?	-2
[2] O=C(c1ccco1)N1CCCC(c2nc(-c3ccc(S(=O)(=O)NCc4ccccc4)cc3)no2)C1 (stereo not drawn)
    44%[activator]	2%	+	6%	?	10
[3] CN(C)CCCN(C(=O)c1ccc(S(=O)(=O)N2CCOCC2)cc1)c1nc2cc3c(cc2s1)OCO3
    5%	-13%	-3	-11%	?	-2
[4] CC12CCC(C(=O)N3CCN(Cc4ccccc4)CC3)(OC1=O)C2(C)C (stereo not drawn)
    .	5%	-13	2%	.	-4
[5] Cc1nn(Cc2ccccc2)c(=O)n1N(C)c1ncc(C(F)(F)F)cc1Cl
    .	-4%	-11	-1%	?	-3
[6] Cc1cc(=O)oc2cc(NC(=O)c3cc(F)ccc3F)ccc12
    40%[activator]	-5%	.	.	301%[activator]	.
[7] COc1ccc(NS(=O)(=O)c2c(F)cc(F)c(Cl)c2F)cc1S(=O)(=O)N1CCCCC1
    0%	0%	-12	7%	-2%	1
[8] COc1ccccc1Cn1nc(C(=O)O)c2ccccc2c1=O
    47%[activator]	-12%	43*	-4%	29%	20*
[9] O=C(CCC1CCCC1)N1CCN(C2CCCC2)CC1
    ?	-3%	24	-25%	28%	1
[10] COc1ccc(N(CC(=O)NCc2ccco2)S(=O)(=O)c2ccc(OC)c(OC)c2)cc1
    15µM*	-3%[11.4 µM]	-18	11%	.	-4
[11] CCOC(=O)c1cccnc1SC(CC)C(=O)N1CCOCC1 (stereo not drawn)
    -4%	2%	20	4%	-16%	-5
[12] CCOc1cc(/C=C(\C(=O)O)c2ccc(S(=O)(=O)N3CCCC3)s2)ccc1OC
    -5%	-7%	.	.	?	.
[13] O=C(CSC1=NCCN1)Nc1cccc(C(F)(F)F)c1
    ?	32%	-1	-9%	?	2
[14] COc1ccccc1CCC(=O)Nc1ccc(S(=O)(=O)Nc2cc(C)nc(C)n2)cc1
    -7%	-3%	.	.	4%	.
[15] C[C@H](NC(=O)OC(C)(C)C)c1nnc(SCC(=O)c2ccc(Cl)cc2)o1
    ?	-10%	-6	9%	10%	2
[16] CN(CC(=O)NCCc1ccccc1)S(=O)(=O)c1ccccc1
    10%	-3%	33	3%	2%[5.75 µM]	1
[17] CC(C)(O)c1ccc2c(c1)CCC1C(C)(C(=O)O)CCCC21C (stereo not drawn)
    4%	-35%	5	-9%	-2%	-3
[18] CCOc1cccc(/C=N/Nc2ccc(S(=O)(=O)N(CC)CC)cn2)c1O
    2.6µM*	-1%	15	3%	2.9µM*	-2
[19] O=C1CCCc2nn(-c3ccccc3)nc21
    116%	-3%	55*	0%	121%[activator]	32*
[20] CC(=O)Oc1c2occc2cc2ccc(=O)oc12
    -19%	?	-13	?	-18%	-4
[21] CC(=O)Nc1ccc(N/C=C/C(=O)c2ccccc2)cc1
    2%	2%	53*	17%	144%[activator]	37*
[22] O=C1CSC(c2cccnc2)N1c1ccccc1 (stereo not drawn)
    -5%	6%	8	0%	135%[activator]	3
[23] Cc1cccc(NS(=O)(=O)c2ccc(C(=O)N3CCN(c4ccccc4O)CC3)cc2)c1C
    ?	0%	-6	.	?	-2
[24] O=C1CC2(CCN(C(=O)c3ccccc3[N+](=O)[O-])CC2)Oc2ccccc21
    -1%	1%	.	.	5%	.
[25] CC(C)=CCN1CCN(Cc2cccc3nonc23)CC1CCO (stereo not drawn)
    2.1µM*	-1%	-13	-2%	4%	6
[26] O=[N+]([O-])c1ccc(C[n+]2cccc3ccccc32)cc1
    ?	1%	4	2%	10µM*	9
[27] O=C(CSc1nnc(-c2ccc(F)cc2)c2ccccc12)Nc1ccccc1
    -22%	7%	12	3%	-20%	22*
[28] Cc1ccc(O)c(C(CC(=O)NCc2ccco2)c2ccccc2)c1 (stereo not drawn)
    35%[activator]	1%	-6	0%	-20%	-2
[29] O=C1CC(NNc2ccccc2)C(=O)N1c1cccc(Cl)c1 (stereo not drawn)
    0%	?	16	0%	19%	-2
[30] CCCOc1ccc(-c2nc(N3CCN(C)CC3)c3ccccc3n2)cc1
    ?	2%	61*	6%	-1%	33*

In a second layout: four of the compounds above.
#12 CCOc1cc(/C=C(\C(=O)O)c2ccc(S(=O)(=O)N3CCCC3)s2)ccc1OC
#13 O=C(CSC1=NCCN1)Nc1cccc(C(F)(F)F)c1
#14 COc1ccccc1CCC(=O)Nc1ccc(S(=O)(=O)Nc2cc(C)nc(C)n2)cc1
#15 C[C@H](NC(=O)OC(C)(C)C)c1nnc(SCC(=O)c2ccc(Cl)cc2)o1
Compound | 12 | 13 | 14 | 15
Pf growth 96h | -5% | ? | -7% | ?
Sm TGR block | -7% | 32% | -3% | -10%
Shiga inhibitor | . | -1 | . | -6
Giardia FBPA inh | . | -9% | . | 9%
Pf growth 48h | ? | ? | 4% | 10%
CHX counter | . | 2 | . | 2

In the list so far, 4 have a furan ring, fused or not.
The line under a structure holds: Pf growth 96h	Sm TGR block	Shiga inhibitor	Giardia FBPA inh	Pf growth 48h	CHX counter
[2] O=C(c1ccco1)N1CCCC(c2nc(-c3ccc(S(=O)(=O)NCc4ccccc4)cc3)no2)C1 (stereo not drawn)
    44%[activator]	2%	+	6%	?	10
[10] COc1ccc(N(CC(=O)NCc2ccco2)S(=O)(=O)c2ccc(OC)c(OC)c2)cc1
    15µM*	-3%[11.4 µM]	-18	11%	.	-4
[20] CC(=O)Oc1c2occc2cc2ccc(=O)oc12
    -19%	?	-13	?	-18%	-4
[28] Cc1ccc(O)c(C(CC(=O)NCc2ccco2)c2ccccc2)c1 (stereo not drawn)
    35%[activator]	1%	-6	0%	-20%	-2

Other entries follow.
The line under a structure holds: Pf growth 96h	Sm TGR block	Shiga inhibitor	Giardia FBPA inh	Pf growth 48h	CHX counter
[31] CC1CCN(Cc2c(O)ccc3c(=O)c(-c4nc5ccccc5s4)c(N)oc23)CC1
    ?	1%	-5	12%	0.26µM*	10
[32] CCC(=O)Nc1ccc(NC(=O)/C=C/c2ccc(Cl)cc2)cc1
    9.3µM*	2%	-10	6%	13%	0
[33] C=CCNc1nc2c(c(=O)[nH]c(=O)n2C)n1Cc1cccc(C)c1
    0%	-1%	-10	3%	10%	0
[34] Cc1ccc(S(=O)(=O)NNC(=O)c2cccs2)c(C)c1
    0%	?	-9	2%	22%	-4
[35] O=C1CCCC2=C1C1c3ccccc3C(=O)N1c1ccc(C(=O)c3ccccc3)cc1N2 (stereo not drawn)
    89%[activator]	1%	3	-9%	2.3µM*	-3
[36] O=C(c1cccc(Br)c1)N1CCN(S(=O)(=O)N2CCOCC2)CC1
    7%	-2%	6	6%	14%	-2
[37] COc1cccc(CC(NC(C)=O)C(=O)NC2CCN(S(=O)(=O)c3ccc(NC(C)=O)cc3)CC2)c1 (stereo not drawn)
    -2%	-4%	-8	1%	-23%	-1
[38] O=C(NC1CCCCCC1)c1ccc(CS(=O)(=O)Cc2ccccc2F)o1
    -20%	22µM*	-5	.	-7%	-2
[39] COc1ccc(CN(C)C(=O)/C=C/c2ccc(S(=O)(=O)N3CCCCCC3)cc2)cc1
    13µM*	-5%	.	.	9.3µM*	.
[40] CC1CN(c2nc3ccccc3cc2-c2ccccc2)CC(C)O1 (stereo not drawn)
    ?	4%	3	2%	0%	10
[41] Cc1ccc(NC(=O)CN(C)CC(=O)Nc2ccc(N3CCOCC3)cc2)c([N+](=O)[O-])c1
    -17%	-11%	-11	-2%	-9%	-5
[42] OCC[C@H]1C[C@H](O)[C@@H](O)[C@]2(CCc3ccccc3CO2)O1
    26%	-4%	.	.	?	.
[43] O=C(NC(=S)Nc1ccc(S(=O)(=O)NC2CCCCC2)cc1)c1cccs1
    ?	50µM*	0	-4%	?	11
[44] COc1ccc(N2CCC(CNC(=S)Nc3c(C)cc(C)cc3C)C2)cc1 (stereo not drawn)
    ?	7%	14	-10%	12µM*	6
[45] Cc1ccc(-n2c(=S)sc3c(=O)n(-c4ccc(F)cc4)c(SCC(=O)O)nc32)cc1C
    -15%	4%	-6	-16%	14%	-4
[46] O=C(Nc1ccc2[nH]c(=O)[nH]c2c1)c1ccc(Cl)c(Cl)c1
    64%[activator]	9%	38	1%	6%	-6
[47] O=C(COc1ccc(Cl)cc1Cl)NCCCCc1ccccc1
    44%[activator]	-22%	-11	3%	30%[activator]	-2
[48] C=CCC1NS(=O)(=O)OC(COC)C1C (stereo not drawn)
    ?	7%	-12	13%	20%	-2
[49] Cc1nc(CCNC(=O)Cc2ccc(F)cc2)cs1
    25%	5%	4	4%	-1%	-2
[50] CCOC(C(=O)OCC(O)CN(CC)CC)(c1ccccc1)c1ccccc1 (stereo not drawn)
    -31%	-6%	4	1%	10µM*	-3
[51] Nc1cc[n+](CC(=O)c2ccc3c(c2)OCCO3)cc1
    ?	10%	-7	0%	4.7µM*	-4
[52] CCOc1ccc(C(=O)Nc2ccc3c(c2)OCCO3)cc1
    429%[activator]	?	49*	4%	123%[activator]	34*
[53] CCc1nnc(NC(=O)c2ccc(S(=O)(=O)N3CCCCC3)cc2)s1
    -23%	-2%	5	3%	11%	0
[54] O=C(/C=C/c1ccc(Cl)cc1)N1CCN(c2ccccn2)CC1
    -11%	12%	-2	-1%	0%	-4
[55] CC(C)NC(=O)C1CCN(C(=O)c2cc3sccc3n2Cc2ccc(F)cc2)CC1
    .	11%	-12	-8%	.	6
[56] O=Cc1c(C(=O)O)n(Cc2ccccc2F)c2ccccc12
    41%[activator]	3%	5	22%	3%	8
[57] Cn1c(SCC(=O)c2ccccc2)ncc(C(=O)Nc2ccccc2)c1=O
    28%	-13%	.	.	0%	.
[58] Cc1c(Cc2ccccc2)c(=O)oc2c(C)c(OCC(=O)N[C@@H](Cc3ccccc3)C(=O)O)ccc12
    ?	0%	-5	1%	11%	0
[59] CC(=O)Nc1ccc(NC(=O)C2(C)CC2(Cl)Cl)cc1 (stereo not drawn)
    52%[activator][5.75 µM]	6%	-5	0%	-11%	-1
[60] O=C(O)c1ccc(-c2nc(-c3ccccc3Cl)cs2)cc1
    78%[activator]	.	143*	?	57%[activator]	29*

A portion from the list above, as a working copy:
The line under a structure holds: Pf growth 96h	Sm TGR block	Shiga inhibitor	Giardia FBPA inh	Pf growth 48h	CHX counter
[46] O=C(Nc1ccc2[nH]c(=O)[nH]c2c1)c1ccc(Cl)c(Cl)c1
    64%[activator]	9%	38	1%	6%	-6
[47] O=C(COc1ccc(Cl)cc1Cl)NCCCCc1ccccc1
    44%[activator]	-22%	-11	3%	30%[activator]	-2

2 entries picked at random from the list so far, as already listed:
The line under a structure holds: Pf growth 96h	Sm TGR block	Shiga inhibitor	Giardia FBPA inh	Pf growth 48h	CHX counter
[49] Cc1nc(CCNC(=O)Cc2ccc(F)cc2)cs1
    25%	5%	4	4%	-1%	-2
[53] CCc1nnc(NC(=O)c2ccc(S(=O)(=O)N3CCCCC3)cc2)s1
    -23%	-2%	5	3%	11%	0

(next part)
The line under a structure holds: Pf growth 96h	Sm TGR block	Shiga inhibitor	Giardia FBPA inh	Pf growth 48h	CHX counter
[61] CCCCCSc1nnc2c(n1)OC(c1cccn1C)N(C(C)=O)c1ccccc1-2 (stereo not drawn)
    -2%	0%	-18	6%	?	-2
[62] COc1cc(/C=C2\C(=N)N3N=C(S(C)(=O)=O)SC3=NC2=O)ccc1OC(=O)c1ccco1
    ?	?	9	2%	-24%	-3
[63] CCC(=O)O[C@]1(C(=O)CCl)[C@@H](C)C[C@H]2[C@@H]3CCC4=CC(=O)C=C[C@]4(C)[C@@]3(F)[C@@H](O)C[C@@]21C
    4.1µM*	-1%	4	-5%	4.7µM*	7
[64] CCCC[C@]12Cc3cc(C#N)ccc3C(O1)c1c(c3cc(F)ccc3oc1=O)O2
    1.3µM*	-33%[22.9 µM]	i	-23%[12.9 µM]	-14%[5.75 µM]	2
